NSD2 block: inhibitors of human NSD2, primary screen, biochemical, plate reader, single point. Histone-lysine N-methyltransferase NSD2 (Homo sapiens), O96028. NSD2-SET H3K36me1 DELFIA fluorescence. inhibition, % at 12.5 µM. actives 0.07% (n = 44,000); in the data active = inhibition above about 54%, passing the limit was not always enough; inconclusive = no clear call, values can overlap the other calls;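 also: inhibitors reduce the monomethyl H3K36 fluorescence signal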
Target sequence (O96028 whole entry, looked up): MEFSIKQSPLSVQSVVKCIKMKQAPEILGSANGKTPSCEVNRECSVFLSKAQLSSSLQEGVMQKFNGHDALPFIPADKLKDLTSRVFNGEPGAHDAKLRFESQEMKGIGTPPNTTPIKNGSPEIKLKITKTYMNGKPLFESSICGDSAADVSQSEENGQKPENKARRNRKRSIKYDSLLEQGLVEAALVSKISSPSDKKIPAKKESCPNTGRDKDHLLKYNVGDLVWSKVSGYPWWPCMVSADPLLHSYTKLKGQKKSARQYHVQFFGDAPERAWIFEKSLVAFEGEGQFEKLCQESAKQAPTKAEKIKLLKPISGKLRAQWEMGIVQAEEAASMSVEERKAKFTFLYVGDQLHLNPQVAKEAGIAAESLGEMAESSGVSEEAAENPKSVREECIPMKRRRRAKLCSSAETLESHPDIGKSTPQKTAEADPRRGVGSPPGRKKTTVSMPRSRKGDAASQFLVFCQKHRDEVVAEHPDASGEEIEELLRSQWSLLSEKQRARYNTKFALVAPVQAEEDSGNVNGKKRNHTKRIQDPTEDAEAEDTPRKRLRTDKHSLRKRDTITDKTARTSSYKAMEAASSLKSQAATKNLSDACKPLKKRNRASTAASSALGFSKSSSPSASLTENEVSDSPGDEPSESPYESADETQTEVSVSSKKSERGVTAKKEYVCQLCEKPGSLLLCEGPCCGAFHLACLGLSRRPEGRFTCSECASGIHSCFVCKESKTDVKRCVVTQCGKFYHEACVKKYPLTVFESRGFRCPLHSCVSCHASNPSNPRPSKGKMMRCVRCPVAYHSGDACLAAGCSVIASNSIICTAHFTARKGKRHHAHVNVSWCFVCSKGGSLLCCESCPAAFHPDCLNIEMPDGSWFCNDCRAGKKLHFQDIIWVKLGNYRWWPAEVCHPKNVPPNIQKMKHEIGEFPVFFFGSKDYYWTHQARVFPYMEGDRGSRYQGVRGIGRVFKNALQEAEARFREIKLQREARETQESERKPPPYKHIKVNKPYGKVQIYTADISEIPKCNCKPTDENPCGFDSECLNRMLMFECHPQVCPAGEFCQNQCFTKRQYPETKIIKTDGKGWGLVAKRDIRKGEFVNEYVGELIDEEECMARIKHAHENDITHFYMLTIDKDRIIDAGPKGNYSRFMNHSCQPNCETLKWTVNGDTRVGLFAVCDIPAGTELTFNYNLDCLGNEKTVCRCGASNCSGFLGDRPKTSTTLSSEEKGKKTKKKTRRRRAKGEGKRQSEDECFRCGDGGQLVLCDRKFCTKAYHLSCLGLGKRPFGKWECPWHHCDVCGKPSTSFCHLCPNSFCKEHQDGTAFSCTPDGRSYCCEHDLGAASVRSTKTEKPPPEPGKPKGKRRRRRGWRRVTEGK
* = called active by the depositor; ? = inconclusive. Only part of the results is shown; count on the stated rates, not on these rows.

C[C@H]1CN([C@@H](C)CO)C(=O)Cc2cc(NC(=O)Cn3cnnn3)ccc2O[C@H]1CN(C)Cc1ccc(C(=O)Nc2ccccc2N)cc1
  NSD2 block: -1
CC(C)NC(=O)Nc1ccc2c(c1)CC(=O)N([C@H](C)CO)C[C@@H](C)[C@H](CN(C)Cc1ccc(Cl)c(Cl)c1)O2
  NSD2 block: -6
CC(C)NC(=O)Nc1ccc2c(c1)C(=O)N([C@@H](C)CO)C[C@@H](C)[C@@H](CN(C)Cc1ccc3c(c1)OCO3)OCCCC[C@@H](C)O2
  NSD2 block: 0
Nc1ncnc2c1ncn2C1CCC(CO)O1 (stereo unspecified)
  NSD2 block: -2
COCC(=O)Nc1ccc2c(c1)[C@H]1C[C@H](CC(=O)NCCN3CCCCC3)O[C@H](CO)[C@H]1O2
  NSD2 block: -6
COc1ccc(S(=O)(=O)Nc2ccc3c(c2)C(=O)N([C@@H](C)CO)C[C@@H](C)[C@H](CN(C)Cc2ccncc2)OCCCC[C@H](C)O3)cc1
  NSD2 block: 2
COc1ccc([C@H]2Sc3ccccc3N(CCN(C)C)C(=O)[C@H]2OC(C)=O)cc1
  NSD2 block: -1
Cc1ccc(S(=O)(=O)N(C)C[C@@H]2OCc3ccccc3-c3c(n(C)c4ccccc34)C(=O)N([C@H](C)CO)C[C@H]2C)cc1
  NSD2 block: -1
C[C@@H]1CN([C@@H](C)CO)S(=O)(=O)c2ccc(-c3ccncc3)cc2O[C@@H]1CN(C)S(=O)(=O)c1ccccc1F
  NSD2 block: 12
COc1ccc([Si](C)(C)[C@@H]2[C@@H](CCO)O[C@]3(C(=O)N(C)c4c(Br)cc(C)cc43)[C@H]2C)cc1
  NSD2 block: -3

Continued; it opens with the two that closed the last part.
C[C@@H]1CN([C@@H](C)CO)S(=O)(=O)c2ccc(-c3ccncc3)cc2O[C@@H]1CN(C)S(=O)(=O)c1ccccc1F
  NSD2 block: 12
COc1ccc([Si](C)(C)[C@@H]2[C@@H](CCO)O[C@]3(C(=O)N(C)c4c(Br)cc(C)cc43)[C@H]2C)cc1
  NSD2 block: -3
C[C@@H]1CN([C@H](C)CO)C(=O)Cc2cc(NC(=O)C3CCCCC3)ccc2O[C@H]1CN(C)CC1CC1
  NSD2 block: -2
Nc1nc2c(cnn2CCc2ccccc2)c2nc(-c3ccco3)nn12
  NSD2 block: 1
CC(C)NC(=O)N(C)C[C@@H]1Oc2c(NS(=O)(=O)c3cn(C)cn3)cccc2C(=O)N([C@@H](C)CO)C[C@@H]1C
  NSD2 block: -6
C[C@H]1CN([C@@H](C)CO)C(=O)Cc2cc(NS(=O)(=O)c3ccccc3)ccc2O[C@@H]1CN(C)Cc1ccc(C(=O)Nc2ccccc2N)cc1
  NSD2 block: 2
C[C@@H]1CCCCO[C@H](CN(C)S(C)(=O)=O)[C@@H](C)CN([C@@H](C)CO)C(=O)c2cc(NC(=O)NC3CCCCC3)ccc2O1
  NSD2 block: -2
CCO[C@@H]1OC(C(=O)N2CCN(Cc3ccc4c(c3)OCO4)CC2)=C[C@H](C2CC2)[C@H]1CCCO
  NSD2 block: 6
C/C=C/c1ccc2c(c1)O[C@H](CN(C)C(=O)Nc1ccccc1)[C@H](C)CN([C@@H](C)CO)S2(=O)=O
  NSD2 block: -5
CNC[C@@H]1Oc2cc(-c3cccnc3)ccc2S(=O)(=O)N([C@H](C)CO)C[C@H]1C
  NSD2 block: 6
COCC(=O)N(C)C[C@H]1Oc2ncc(C#Cc3ccccc3OC)cc2C(=O)N([C@@H](C)CO)C[C@@H]1C
  NSD2 block: 9
C[C@@H]1CN([C@H](C)CO)C(=O)c2cc(NC(=O)Nc3ccc4c(c3)OCO4)ccc2O[C@@H]1CN(C)C(=O)Nc1cccc2ccccc12
  NSD2 block: -7

C[C@H]1CN([C@@H](C)CO)C(=O)c2cccc(NS(=O)(=O)c3ccc(F)cc3)c2O[C@@H]1CN(C)Cc1ccc(C(F)(F)F)cc1
  NSD2 block: -6
Cc1ccc(S(=O)(=O)N(C)C[C@@H]2OCCCC[C@H](C)Oc3ccc(NS(=O)(=O)c4cn(C)cn4)cc3C(=O)N([C@H](C)CO)C[C@H]2C)cc1
  NSD2 block: 5
C[C@@H]1CN([C@H](C)CO)S(=O)(=O)c2ccc(/C=C/c3ccccc3)cc2O[C@H]1CN(C)C(=O)c1ccncc1
  NSD2 block: 2
C[C@H]1CN([C@@H](C)CO)C(=O)c2cc(NC(=O)CCN3CCOCC3)ccc2O[C@H]1CN(C)Cc1ccc(-c2ccccc2)cc1
  NSD2 block: 1
C[C@@H]1CN([C@H](C)CO)S(=O)(=O)c2ccc(-c3ccc(C(=O)N(C)C)cc3)cc2O[C@@H]1CN(C)Cc1ccccc1C(=O)O
  NSD2 block: 0
C[C@H]1CN([C@@H](C)CO)C(=O)c2cc(NC(=O)C3CC3)ccc2O[C@@H]1CN(C)S(=O)(=O)c1ccccc1
  NSD2 block: 4
C[C@H]1CCCCO[C@H](CN(C)C(=O)CCCN(C)C)[C@@H](C)CN([C@@H](C)CO)C(=O)c2cc(NC(=O)CCC(F)(F)F)ccc2O1
  NSD2 block: 0
Cc1cc(C(=O)Nc2cccc3c2O[C@@H](CN(C)S(=O)(=O)c2ccccc2)[C@@H](C)CN([C@H](C)CO)C3=O)n(C)n1
  NSD2 block: 6
C[C@H]1CN([C@@H](C)CO)C(=O)Cc2cc(NS(=O)(=O)c3ccc(Cl)cc3)ccc2O[C@H]1CN(C)Cc1ccc(-c2ccccc2)cc1
  NSD2 block: -1
COc1ccc(C#Cc2ccc3c(c2)[C@]2(C(=O)N3)[C@H](C(=O)O)[C@H]3C(=O)O[C@H](c4ccccc4)[C@H](c4ccccc4)N3[C@@H]2c2ccc(O)cc2)cc1
  NSD2 block: 18

C[C@H]1CN([C@@H](C)CO)C(=O)Cc2cc(NS(=O)(=O)c3ccc(Cl)cc3)ccc2O[C@H]1CN(C)S(=O)(=O)c1ccc(Cl)cc1
  NSD2 block: -1
C[C@@H]1CN([C@H](C)CO)C(=O)c2cc(N(C)C)ccc2O[C@@H](C)CCCCO[C@@H]1CN(C)Cc1ccc(C(=O)O)cc1
  NSD2 block: 1
CCCC#Cc1cnc2c(c1)C(=O)N([C@H](C)CO)C[C@@H](C)[C@@H](CN(C)C(=O)CCN1CCCCC1)O2
  NSD2 block: 4
CC(C)(C)NC(=O)C(OC(=O)c1ccccc1)c1cccs1 (stereo unspecified)
  NSD2 block: 5
C[C@H](CO)N1C[C@H](C)[C@@H](CN(C)C(=O)Nc2ccccc2)Oc2ccc(NC(=O)Cc3ccccc3)cc2CC1=O
  NSD2 block: 18
C[C@H](CO)N1C[C@H](C)[C@@H](CN(C)C)Oc2ccc(N(C)C)cc2C1=O
  NSD2 block: 0
Cc1ccc(S(=O)(=O)Nc2ccc3c(c2)C(=O)N([C@H](C)CO)C[C@@H](C)[C@H](CN(C)S(=O)(=O)c2c(C)noc2C)OCCCC[C@@H](C)O3)cc1
  NSD2 block: 0
CC(C)C#Cc1cnc2c(c1)C(=O)N([C@H](C)CO)C[C@H](C)[C@@H](CN(C)C(=O)Nc1cc(F)ccc1F)O2
  NSD2 block: 1
Cc1noc(C)c1NC(=O)Nc1cccc2c1O[C@H](CN(C)Cc1ccc(C(=O)Nc3ccccc3N)cc1)[C@H](C)CN([C@@H](C)CO)C2=O
  NSD2 block: 0
C[C@@H]1CN([C@H](C)CO)C(=O)c2cccc(NS(=O)(=O)c3ccc(F)cc3)c2O[C@@H]1CN(C)S(=O)(=O)c1cn(C)cn1
  NSD2 block: -1

COC(=O)C[C@@H]1C=C[C@@H](NC(=O)c2ccccc2)[C@H](CO)O1
  NSD2 block: 7
Cc1ccc(S(=O)(=O)N(C)C[C@H]2Oc3c(NC(=O)Nc4ccccc4)cccc3C(=O)N([C@@H](C)CO)C[C@@H]2C)cc1
  NSD2 block: -10
C[C@@H]1CN([C@H](C)CO)C(=O)c2cccc(NS(=O)(=O)c3ccccc3)c2O[C@H]1CN(C)Cc1ccc(C(=O)Nc2ccccc2N)cc1
  NSD2 block: -3
C[C@H]1CN([C@@H](C)CO)C(=O)Cc2cc(NS(C)(=O)=O)ccc2O[C@H]1CN(C)Cc1ccncc1
  NSD2 block: 7
C[C@@H]1CN([C@H](C)CO)S(=O)(=O)c2ccc(-c3cccnc3)cc2O[C@@H]1CN(C)C(=O)NC1CCCCC1
  NSD2 block: -2
CCC(=O)N(C)C[C@H]1Oc2cc(C#CCN(C)C)ccc2S(=O)(=O)N([C@H](C)CO)C[C@@H]1C
  NSD2 block: -6
CNC[C@@H]1Oc2ccc(NC(=O)Nc3ccc(C(F)(F)F)cc3)cc2CC(=O)N([C@H](C)CO)C[C@@H]1C
  NSD2 block: 5
CCCC(=O)N(CCc1c[nH]c2ccccc12)[C@@H]1CC(C(=O)NCCO)=C[C@H](Oc2c(I)cc(CO)cc2OC)[C@H]1O
  NSD2 block: 6
Cc1noc(C)c1NC(=O)N(C)C[C@H]1Oc2ccc(NS(C)(=O)=O)cc2CC(=O)N([C@H](C)CO)C[C@H]1C
  NSD2 block: 1
C[C@@H]1CCCCO[C@@H](CN(C)C(=O)CCC(F)(F)F)[C@H](C)CN([C@@H](C)CO)C(=O)c2cc(NC(=O)Cc3ccccc3)ccc2O1
  NSD2 block: -2

CC(C)[C@H](NC(=O)CNC(=O)OC(C)(C)C)C(=O)N[C@H](C=O)C(C)C
  NSD2 block: 1
C[C@@H]1CN([C@@H](C)CO)C(=O)c2cc(C#CC3CCCCC3)cnc2O[C@H]1CN(C)S(C)(=O)=O
  NSD2 block: 8
C[C@@H]1CN([C@@H](C)CO)C(=O)c2cc(-c3cncnc3)cnc2O[C@H]1CN(C)C(=O)c1cccc(F)c1
  NSD2 block: 0
C[C@@H]1CN([C@H](C)CO)C(=O)Cc2cc(NC(=O)Nc3ccc(F)cc3)ccc2O[C@@H]1CN(C)Cc1ccncc1
  NSD2 block: -23
COc1ccc(CN(C)C[C@H]2Oc3ccc(NS(=O)(=O)c4ccc(Cl)cc4)cc3C(=O)N([C@@H](C)CO)C[C@H]2C)cc1
  NSD2 block: -1
CC(C)NC(=O)N(C)C[C@@H]1Oc2cc(C#Cc3ccc(F)cc3)ccc2S(=O)(=O)N([C@@H](C)CO)C[C@@H]1C
  NSD2 block: 0
C[C@H]1CN([C@@H](C)CO)S(=O)(=O)c2ccc(C#CC3CCCC3)cc2O[C@H]1CN(C)Cc1cncnc1
  NSD2 block: -3
CNC[C@@H]1Oc2ccc(NC(=O)Cc3ccccc3)cc2CC(=O)N([C@@H](C)CO)C[C@H]1C
  NSD2 block: 1
C[C@@H]1CN([C@@H](C)CO)S(=O)(=O)c2ccc(C3=CCCC3)cc2O[C@H]1CN(C)CC1CC1
  NSD2 block: -1
CCCN(C)C[C@@H]1Oc2cc(Br)ccc2S(=O)(=O)N([C@H](C)CO)C[C@@H]1C
  NSD2 block: -9

Continued.
mol,NSD2 block
C[C@H]1CN([C@@H](C)CO)C(=O)c2cc(C3=CCCC3)cnc2O[C@H]1CN(C)C(=O)c1ccc2c(c1)OCO2,-1
C[C@H]1CN([C@@H](C)CO)S(=O)(=O)c2ccc(Br)cc2O[C@@H]1CN(C)Cc1ccncc1,2
CC(C)NC(=O)N(C)C[C@H]1Oc2ccc(NC(=O)Nc3ccc4c(c3)OCO4)cc2C(=O)N([C@H](C)CO)C[C@H]1C,1
C[C@H](CO)N1C[C@H](C)[C@@H](CN(C)C)OCCCC[C@H](C)Oc2ccc(NC(=O)CCC(F)(F)F)cc2C1=O,?
CNC[C@H]1Oc2cc(C#CCC3CCCC3)ccc2S(=O)(=O)N([C@@H](C)CO)C[C@@H]1C,14
C[C@H](CO)N1C[C@H](C)[C@H](CN(C)S(=O)(=O)c2cn(C)cn2)OCc2cnnn2CCCC1=O,-2
COc1cccc(-c2ccc3c(c2)O[C@H](CN(C)C(=O)c2ccccc2F)[C@@H](C)CN([C@@H](C)CO)S3(=O)=O)c1,-2
Cc1noc(C)c1S(=O)(=O)N(C)C[C@@H]1OCCCC[C@@H](C)Oc2ccc(NS(=O)(=O)c3ccc(Cl)cc3)cc2C(=O)N([C@H](C)CO)C[C@H]1C,0
O=C(O)C1=C[C@@H](C2CCCC2)C[C@@H](OCCCCO)O1,11
C[C@@H]1CN([C@@H](C)CO)C(=O)c2cc(NS(=O)(=O)c3ccccc3)ccc2O[C@@H](C)CCCCO[C@@H]1CN(C)Cc1ccncc1,8
COc1cc2c(c(OC)c1OC)c(=O)c1ccccc1n2C,9
COc1ccc(S(=O)(=O)Nc2ccc3c(c2)C(=O)N([C@@H](C)CO)C[C@@H](C)[C@H](CN(C)Cc2ccc(C(F)(F)F)cc2)OCCCC[C@@H](C)O3)cc1,0
C[C@H]1CN([C@@H](C)CO)C(=O)Cc2cc(NC(=O)CCCCCC(=O)Nc3ccccc3N)ccc2O[C@@H]1CN(C)C(=O)Nc1ccccc1,2
C/C=C/c1ccc2c(c1)O[C@@H](CN(C)C(=O)NC1CCCC1)[C@H](C)CN([C@@H](C)CO)S2(=O)=O,-3
COc1cccc(CN(C)C[C@H]2OCc3cn(nn3)CCCC(=O)N([C@H](C)CO)C[C@@H]2C)c1,6
C[C@@H]1CN([C@H](C)CO)C(=O)c2cc(NC(=O)Nc3ccccc3)ccc2O[C@H]1CN(C)S(=O)(=O)c1cccs1,-2
COC(=O)C[C@@H]1C[C@@H]2c3cc(NC(=O)c4cccnc4)ccc3O[C@@H]2[C@@H](CO)O1,4
Cc1ccc(S(=O)(=O)N(C)C[C@@H]2OCCCC[C@@H](C)Oc3ccc(NC(=O)CCCCCC(=O)Nc4ccccc4N)cc3C(=O)N([C@H](C)CO)C[C@@H]2C)cc1,2
O=C(N/N=C/c1c(O)cc(O)cc1O)c1ccccn1,4
C[C@@H]1CCCCO[C@H](CN(C)C(=O)Nc2cccc3ccccc23)[C@@H](C)CN([C@@H](C)CO)C(=O)c2cc(N(C)C)ccc2O1,-5

Reformatted: entries from further up.
NSD2 block,SMILES
6,COc1cccc(CN(C)C[C@H]2OCc3cn(nn3)CCCC(=O)N([C@H](C)CO)C[C@@H]2C)c1
-2,C[C@@H]1CN([C@H](C)CO)C(=O)c2cc(NC(=O)Nc3ccccc3)ccc2O[C@H]1CN(C)S(=O)(=O)c1cccs1
4,COC(=O)C[C@@H]1C[C@@H]2c3cc(NC(=O)c4cccnc4)ccc3O[C@@H]2[C@@H](CO)O1
2,Cc1ccc(S(=O)(=O)N(C)C[C@@H]2OCCCC[C@@H](C)Oc3ccc(NC(=O)CCCCCC(=O)Nc4ccccc4N)cc3C(=O)N([C@H](C)CO)C[C@@H]2C)cc1
